# HTT ATP protect – protects HTT-Q103 PC12 cells, measured by ATP; 230,000 compounds, 0.14% hits; PC12 HTT-Q103 induced, cytoprotection, ATP luminescence, 40 h; Potency, µM (top dose mostly 56.4 µM), without a hit: cytoprotection (ATP increase), usual class: activators;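 note: % of control where 0% means no effect; nearly all actives have a fitted effect of over 45% in size; toxic huntingtin expression switched on by the ecdysone agonist tebufenozide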
#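 Compounds added alongside 100 nM tebufenozide, which induces toxic Q103 huntingtin exon 1-GFP in stable PC12 cells; surviving cells quantified by luminescent ATP measurement. Medium: phenol red-free DMEM, 5% equine and 5% calf serum.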
# GoLoco inh red – blocks human Gai1 binding to RGS12 GoLoco peptide, red readout | Gai1:RGS12 GoLoco peptide FP, rhodamine, 10 min | 230,000 compounds, 0.44% hits | P63096 | Potency, µM (titrated, usually from 61.6 µM), inactives show at the highest dose activity, negative = inhibition, usual class: inhibitors; active = well fitted inhibition curve with a large enough effect, not every such curve was filed as active; inactive = no such curve, though single readings can be large or run the other way; note: % is set by controls: 0 for no effect and ±100 for the full control effect; nearly all actives have a fitted effect of over 30% in size; many of its hits are not listed in these tables
# Target sequence (P63096 whole entry, looked up): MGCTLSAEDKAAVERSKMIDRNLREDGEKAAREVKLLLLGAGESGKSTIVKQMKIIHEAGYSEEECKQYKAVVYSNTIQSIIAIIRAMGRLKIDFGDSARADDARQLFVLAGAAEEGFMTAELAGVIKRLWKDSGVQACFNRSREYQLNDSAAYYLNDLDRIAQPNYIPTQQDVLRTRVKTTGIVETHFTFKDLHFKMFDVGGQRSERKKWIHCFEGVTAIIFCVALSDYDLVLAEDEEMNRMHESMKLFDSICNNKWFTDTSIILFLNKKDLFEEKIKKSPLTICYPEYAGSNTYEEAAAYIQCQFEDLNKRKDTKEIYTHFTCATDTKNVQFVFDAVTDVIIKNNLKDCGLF
# GAA inhib – inhibitors of human lysosomal alpha-glucosidase; 200,000 compounds, 0.005% hits; AID 1466; purified human GAA, 4-MU-alpha-glucoside fluorescence; Potency, µM (titrated, usually from 76.9 µM), without a hit: top-dose activity change, negative = inhibition, most hits filed as inhibitors;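 note: plate controls were uninhibited enzyme wells for no effect and no-enzyme background for full effect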
#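 Endpoint fluorogenic read: 20 min room-temperature reaction of 4 nM human alpha-glucosidase with 400 uM 4-methylumbelliferyl-alpha-D-pyranoside, pH 5.0, quenched with 1M NaOH/1M glycine pH 10. AC50 from Hill modeling.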
# GAA spleen mod – inhibits or activates alpha-glucosidase in human spleen homogenate. Potency, µM (top dose mostly 79.9 µM), for the others: at the top dose activity change, negative = inhibition, actives largely listed as inhibitors. 240,000 compounds, 0.006% hits. AID 2112. human spleen homogenate, 4-MU-alpha-glucoside fluorescence;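 note: 0% = enzyme with vehicle and -100% = no enzyme basal signal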
#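 AC50 values come from Hill-equation fits of concentration-response data, normalized to no-enzyme and full-activity controls. Enzyme source: 1 ug human spleen homogenate; 1 mM fluorogenic 4-MU glucoside, pH 5.0 citrate buffer, 37 C, 40 min.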
# HttQ103 aggreg – inhibitors of mutant huntingtin aggregate formation in PC12 cells; 220,000 compounds, 1.1% hits; AID 1688; PC12 HttQ103-GFP aggregates, Acumen cytometry, 40 h; Potency, µM (doses to about 46.1 µM), without a hit: at the top dose activity change, negative = inhibition, actives largely listed as inhibitors; note: % is set by controls: 0 for no effect and ±100 for the full control effect; nearly all actives have a fitted effect of over 60% in size
#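 Quantitative HTS on tebufenozide-induced (100 nM) PC12 cells stably expressing polyQ103 Huntingtin exon 1–GFP. Reduction of bright GFP aggregates, detected by laser scanning cytometry after lysis, identified actives across the titration.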
# IMPase Li inh – membrane-permeable IMPase blocker, potentiated with lithium; CHO-M1 cells, IP1 TR-FRET (IP-One), carbachol + lithium; Potency, µM (highest dose often 59.4 µM), for the others: at the top dose activity, negative = IMPase inhibition, actives largely listed as inhibitors; 210,000 compounds, 0.35% hits;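 note: IP1 builds up when IMPase is blocked and the TR-FRET signal falls; plate controls were basal vehicle for no effect and high inhibitor control for full effect; nearly all actives have a fitted effect of over 50% in size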
#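 Lithium-sensitised IP1 accumulation assay; M1-expressing CHO cells treated 30 min at 37C with compound. Competitive antibody detection by time-resolved FRET followed a 10 min room-temperature lysis step.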
# GAA glycogen – GAA glycogen-cleavage inhibition or activation. P10253. recombinant GAA, glycogen substrate, Amplex Red glucose oxidase fluorescence. Potency, µM (titrated, usually from 76.4 µM), for the others: at the top dose activity change, negative = inhibition, usual class: inhibitors. 300,000 compounds, 0.38% hits. AID 2100;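 note: 0% = full enzyme reaction and -100% = no-enzyme basal signal; the screen sought inhibitors and activators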
#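 Natural-substrate format: glycogen cleavage by 4 nM human enzyme, glucose read by Amplex Red coupling (Ex 573, Em 610 nm). Normalized to enzyme and no-enzyme controls.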
# * = called active by the depositor; ? = inconclusive; . = not tested or not shown; & = joins results of further samples; [ ] = remark or other dose. Unless noted, calls come from the whole dose curve; as a rule, active = well fitted curve in the direction sought with a large enough effect; inconclusive = small, poorly fitted or top-dose-only effect, or another doubt; inactive = no such curve, though single readings can be large; an effect the other way counts as inactive or inconclusive. Potency is the fitted concentration of half-maximal effect. An excerpt; rates above refer to the full screens.
SMILES,HTT ATP protect,GoLoco inh red,GAA inhib,GAA spleen mod,HttQ103 aggreg,IMPase Li inh,GAA glycogen
NC(=O)NC(=O)COC(=O)/C=C/c1cccs1,11%[10 µM],3%,.,2%,3%[9.22 µM],.,4%
O=C(CC1Nc2ccccc2NC1=O)c1ccccc1 (stereo not drawn),-73%[inhibitor],37%[activator],-14%,-8%,2%,3%[38.3 µM],6%
COC(=O)CSc1nc2ccc(NC(C)=O)cc2s1,2%,-6%,-5%,-4%,30%,7%[38.3 µM],4%
CC(NC(=O)c1ccc(S(=O)(=O)N(C)C)cc1)c1ccccc1 (stereo not drawn),-7%,-2%,?,-4%,2%,0%[38.3 µM],2%
Oc1ccc(Cn2c(-c3ccc(O)cc3)nc3ccccc32)cc1,0%[10 µM],5%[14.2 µM],.,.,.,-28%,.
O=C(O)Cn1nnnc1SCC(=O)Nc1ccc(F)cc1F,15%[10 µM],3%,13%,5%,1%[9.22 µM],2%,-4%
CCN1C(=O)c2cccc3cccc1c23,-13%[10 µM],-18%,-4%,-7%,22%,21%[38.3 µM],5%
O=C(CN1CCN(c2ncccn2)CC1)NCc1ccc2c(c1)OCO2,3%,7%,5%,-2%,-7%,-11%,-13%
Cc1c(C=O)c2ccccc2n1CC(=O)NCc1ccccc1,0%,-11%,4%,6%,-30%,1%,-4%
O=C(NCC(=O)N(Cc1ccc(F)cc1)C(C(=O)NC1CCCC1)c1ccco1)c1ccco1 (stereo not drawn),10%,-4%,-8%,-2%,-10%,9%[38.3 µM],12%

# Another view of part of the listing above:
structure: CCN1C(=O)c2cccc3cccc1c23
  HTT ATP protect = -13%[10 µM]
  GoLoco inh red = -18%
  GAA inhib = -4%
  GAA spleen mod = -7%
  HttQ103 aggreg = 22%
  IMPase Li inh = 21%[38.3 µM]
  GAA glycogen = 5%
structure: O=C(CN1CCN(c2ncccn2)CC1)NCc1ccc2c(c1)OCO2
  HTT ATP protect = 3%
  GoLoco inh red = 7%
  GAA inhib = 5%
  GAA spleen mod = -2%
  HttQ103 aggreg = -7%
  IMPase Li inh = -11%
  GAA glycogen = -13%
structure: Cc1c(C=O)c2ccccc2n1CC(=O)NCc1ccccc1
  HTT ATP protect = 0%
  GoLoco inh red = -11%
  GAA inhib = 4%
  GAA spleen mod = 6%
  HttQ103 aggreg = -30%
  IMPase Li inh = 1%
  GAA glycogen = -4%
structure: O=C(NCC(=O)N(Cc1ccc(F)cc1)C(C(=O)NC1CCCC1)c1ccco1)c1ccco1 (stereo not drawn)
  HTT ATP protect = 10%
  GoLoco inh red = -4%
  GAA inhib = -8%
  GAA spleen mod = -2%
  HttQ103 aggreg = -10%
  IMPase Li inh = 9%[38.3 µM]
  GAA glycogen = 12%

# New compounds follow:
SMILES,HTT ATP protect,GoLoco inh red,GAA inhib,GAA spleen mod,HttQ103 aggreg,IMPase Li inh,GAA glycogen
CC(C)c1csc(CN2CCCC(CCC(=O)NCc3ccccc3F)C2)n1 (stereo not drawn),4%[10 µM],13%,3%,2%,-13%[9.22 µM],21%,-9%
O=C1C=C(Nc2ccc(Cl)cc2)C(=O)N1c1ccc(Cl)cc1,12%[10 µM],10%,2%,-2%,19%,-9%,-5%
O=C(CCN1C(=O)/C(=C/C=C/c2ccccc2)SC1=S)Nc1nc2ccccc2s1,.,40%[activator],-7%,5%,?,-2%,-5%
Cc1ccccc1OCc1nnc(SCc2nc3ccccc3c(=O)[nH]2)n1C,-14%,10%,-4%,2%,16%,6%,-4%
CC(=O)Nc1ccc(-c2cc(NC(C)=O)n(-c3ccccc3)n2)cc1,12%,.,-10%,-4%,32%,.,-7%
Nc1c(NCc2ccccc2)c(=O)[nH]c(=O)n1Cc1ccccc1,-37%,6%,6%,-15%,4%,21%[38.3 µM],-3%
CCN(CC)C(=O)c1sc(NC(=O)c2ccco2)c(C#N)c1C,-6%[1.9 µM],16%,-4%,-1%,-6%,-1%,3%
CC(=O)N1CCN(Cc2nc3cc(NC(=O)c4ccc(Cl)cc4)ccc3n2C)CC1,-6%,14%,5%,-17%,11%[9.22 µM],-4%[38.3 µM],0%
O=C(CN1C(=O)S/C(=C/c2cccnc2)C1=O)N1CCOCC1,-6%[10 µM],5%,4%,-3%,?,4%,4%
Cc1ccc(-n2nnnc2SC(C(=O)c2c[nH]c3ccccc23)c2ccccc2)cc1 (stereo not drawn),-2%[10 µM],1%,-2%,4%,-30%,2%,-13%
CCn1nnc(-c2ccccc2NS(=O)(=O)c2ccc(C(=O)OC)cc2)n1,-12%,9%,1%,-11%,6%,9%[38.3 µM],1%
C=CCn1c(SCC(=O)c2cccs2)nc2sc(C)cc2c1=O,-37%,3%,0%,-13%,-8%,47%[activator][38.3 µM],-5%
O=C(Nc1cccnc1)Nc1ccc2c(c1)OCO2,-65%[inhibitor],-20%,-9%,-3%,-6%,7%[38.3 µM],1%
COc1ccc(NC(=O)C(=S)N2CCCC2)cc1,?,1%,5%,0%,19%,9%,-9%
CCOC(=O)c1[nH]cnc1C(=O)Nc1ccc(F)cc1,10%[10 µM],6%,5%,-1%,1%[9.22 µM],-2%,2%
C=CCn1c(COc2cccc3cccnc23)nnc1SCC(=O)OC,15%,-2%,?,-8%,?,0%[38.3 µM],3%
O=C(c1cn(-c2ccccc2)nc1-c1cccs1)N1CCN(c2ccccn2)CC1,-66%[inhibitor],8%,-11%,-10%,-22%,27%[38.3 µM],-6%
Cc1cc2ncn(-c3ncnc4sc5c(c34)CCC(C)C5)c2cc1C (stereo not drawn),-7%,3%,-2%,-6%,12%,1%[38.3 µM],2%
O=C(CCC1CCCCC1)NCc1cccs1,0%,0%,-5%,0%,0%,27%[38.3 µM],-1%
CCc1nnc(NC(=O)Cc2cc(OC)c(OC)c(OC)c2)s1,0%[10 µM],9%,-1%,4%,-13%,-2%,7%
Cc1ccc2[nH]c(=O)c(C3C(C#N)=C(N)Oc4c3ccc3cccnc43)cc2c1 (stereo not drawn),-41%[inhibitor],-4%,0%,4%,?,29%[38.3 µM],10%
CCCn1c(-c2cc(OC)c(OC)c(OC)c2)nc2nc3ccccc3nc21,-1%,13%,-2%,-12%,-3%,-5%[38.3 µM],-7%
COC(=O)c1ccc(N=Nc2ccccc2)cc1,-9%[10 µM],5%,-4%,3%,-14%,-3%,-4%
CC(C)OC(=O)CSc1nnc(-c2ccc(Cl)cc2Cl)n1N,-17%,8%,-2%,-6%,-9%,-1%[38.3 µM],-3%
C=CS(=O)(=O)c1ccc(Oc2ccc(S(=O)(=O)C=C)cc2)cc1,11%[10 µM],-19%,0%,-3%,.,19%,4%
N#Cc1cn(CCOc2ccc(F)cc2)c2ccccc12,37%[10 µM],3%,0%,-1%,-21%,15%,-8%
CCn1c(SCC(=O)c2ccc3ccccc3c2)nnc1-c1cccs1,2%,17%,7%,-14%,-2%,-9%[38.3 µM],-2%
O=C(NCCN1C(=O)S/C(=C\c2ccccc2)C1=O)C1CCN(S(=O)(=O)c2cccs2)CC1,18%[10 µM],9%,-11%,5%,-13%,10%,-3%
Cc1[nH]c2ccccc2c1/C=N/NC(=O)Nc1ccccc1,?,16%,4%,6%,14%,8%,0%
CCn1c(=O)c(C(=O)Nc2ncccc2C)c(O)c2ccccc21,-25%[10 µM],6%,-8%,-17%,-21%[9.22 µM],7%,-20%
CCc1nc(C)ccc1OCC(=O)N(CC)CC,-24%,0%,?,0%,4%[1.84 µM],24%[38.3 µM],-9%
COCc1nc2ccccc2n1Cc1c(F)cccc1Cl,-11%[10 µM],11%,0%,-8%,14%[9.22 µM],10%,7%
N#CCC(=O)N/N=C/c1ccc(OC2CSC2)cc1,-10%[10 µM],2%,-12%,0%,-1%[9.22 µM],7%,-27%
CNC(=O)COC(=O)c1ccc(Cl)c(S(=O)(=O)N2CCCC2)c1,2.8µM*,8%,-2%,-1%,?,4%,8%
O=C(CN1C(=O)COc2ccccc21)Nc1ccc2c(c1)OCCO2,0%,-8%,7%,-3%,-8%,-17%[38.3 µM],7%
Cc1c(NC(=O)C(C)OC(=O)c2cc(Cl)nc(Cl)c2)c(=O)n(-c2ccccc2)n1C (stereo not drawn),10%[10 µM],1%,2%,1%,-7%,0%,1%
CC1CC(C)CN(CCCNC(=O)C2CCN(c3ncnc4c3sc3cccc(F)c34)CC2)C1 (stereo not drawn),5%[10 µM],-3%,.,0%,-12%[9.22 µM],.,-2%
CCOC(=O)c1cccc(NC(=O)CSc2nnc(COc3ccccc3)n2CC)c1,19%[10 µM],-5%,?,-9%,6%,5%[38.3 µM],1%
CC1CC(C)CN(CC(O)COCCOc2ccc(Br)cc2)C1 (stereo not drawn),3%[10 µM],4%,-6%,1%,6%,0%,3%
Cn1cnnc1SCC(=O)c1cccc([N+](=O)[O-])c1,36%[10 µM],9%,-9%,-18%,-4%,1%,-2%
c1ccc(CN2CCN(CCN3CCn4c3nc3ccccc34)CC2)cc1,21%[10 µM],2%,-1%,-2%,5%,15%[38.3 µM],8%
Cc1c(NC(=O)CN2C(=O)c3ccc([N+](=O)[O-])cc3C2=O)c(=O)n(-c2ccccc2)n1C,-38%[inhibitor],3%,-8%,1%,-3%,0%,4%
COc1ccccc1NC(=O)C1CCCCN1S(=O)(=O)c1ccc(F)cc1 (stereo not drawn),-18%,2%,?,-4%,14%,-2%[38.3 µM],-9%
CCCCC[C@H](O)/C=C/[C@H]1[C@H](O)CC(=O)[C@@H]1C/C=C\CCCC(=O)O,?,7%&1%&4%,.,-7%&2%&4%,2%,7%&-2%&-7%,.
O=C(Nc1ccc(O)c(-c2nc3ccccc3s2)c1)c1cccs1,.,-1%,?,-19%,-3%,?,2%
Cc1nc2ccccc2nc1-c1ccc(N=[N+]([O-])c2ccc(-c3nc4ccccc4nc3C)cc2)cc1,3%[10 µM],2%[14.2 µM],.,.,.,-6%,.
S=c1[nH]nc(C2CCCCC2)n1/N=C/C=C/c1ccccc1,-9%,0%,2%,-7%,3%,5%[38.3 µM],?
CCOc1ccc(C2C3=C(CCCC3=O)Nc3ccc4ncccc4c32)cc1 (stereo not drawn),6%[10 µM],0%,.,0%,-9%[9.22 µM],.,-7%
CC(NC(=O)C(=O)NN=C1CCCC1)c1ccccc1 (stereo not drawn),17%[10 µM],1%,11%,-1%,-1%[9.22 µM],2%,-5%
CC(NC(=O)c1ccccc1)c1nc2ccccc2n1Cc1ccc(C#N)cc1 (stereo not drawn),13%,5%,-12%,-1%,13%,29%[38.3 µM],5%
O=C(NCSc1ccnc(SCNC(=O)c2ccccc2)n1)c1ccccc1,7%[10 µM],-6%,5%,-4%,-3%,2%,-7%
